# OX1R antag-1: blocks the human orexin 1 receptor; inhibition, % at 5 µM; CHO/OX1R cells, Fluo-8 calcium fluorescence, orexin A; O43613; 330,000 tested, 0.43% active; AID 434989;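 active = inhibition above its plate's threshold, mean inhibition of all tested compounds on the plate plus 3 SD, cut at about 37% in these data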;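 also: 0% = orexin A challenge wells and 100% = SB-334867-A antagonist wells; not every result past the cut was called active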
# Target sequence (O43613 whole entry, looked up): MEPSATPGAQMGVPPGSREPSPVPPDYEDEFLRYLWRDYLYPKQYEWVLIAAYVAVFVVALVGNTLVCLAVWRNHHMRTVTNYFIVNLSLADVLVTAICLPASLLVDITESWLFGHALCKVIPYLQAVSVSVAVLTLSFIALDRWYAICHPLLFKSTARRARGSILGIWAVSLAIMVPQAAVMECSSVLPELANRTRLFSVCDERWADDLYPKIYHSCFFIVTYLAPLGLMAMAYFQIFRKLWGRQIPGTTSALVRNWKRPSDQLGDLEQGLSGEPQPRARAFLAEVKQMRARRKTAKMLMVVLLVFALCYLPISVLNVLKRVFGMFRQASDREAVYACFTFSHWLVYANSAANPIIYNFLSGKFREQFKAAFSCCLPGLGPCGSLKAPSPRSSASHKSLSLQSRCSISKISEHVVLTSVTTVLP
# OX1R antag-2: OX1R (human) antagonism. O43613. OX1R-expressing cells, FRET antagonist read-out. inhibition, % at 6.6 µM. 330,000 tested, 1.8% active. AID 485270; in the data active = inhibition mostly above about 38%, no sharp cut-off; inactive = mostly below about 40%;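 also: 0% = agonist challenge alone and 100% = reference antagonist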
# * hit, by the source's call.
smiles | OX1R antag-1 | OX1R antag-2
CC(=O)Nc1ccc(NC(=O)CCN2C(=O)C3CC=CCC3C2=O)cc1 (configuration not stated) | 10 | -2
C=CCC[C@H](Cc1ccc(F)cc1)C(=O)OC[C@@H](C)NC(=O)[C@H](CC=C)CC(=O)N(CCO)Cc1ccccc1 | 13 | 12
c1ccc(-c2nc3c([nH]2)CCc2nonc2-3)cc1 | 11 | 21
COC(C(=O)Nc1ccc(F)c(F)c1)c1ccccc1 (configuration not stated) | -7 | 8
C#CC[N+](C)(C)CC#Cc1ccc(Cl)cc1 | -1 | 7
CCOCc1nnc(NC(=O)c2cc(C(=O)OC)cc([N+](=O)[O-])c2)s1 | -15 | 24
COCCOC(=O)/C(=C/c1ccc(OC(=O)c2ccccc2)cc1)C(C)=O | 8 | 12
O=C(O)c1cc(-n2nnnc2SCc2ccccc2F)ccc1Cl | -5 | 22
CC(OC(=O)c1ccc(F)c(S(=O)(=O)N2CCOCC2)c1)C(=O)NCC1CCCCC1 (configuration not stated) | -22 | 3
CCCCCCn1ccc(=N)cc1 | -2 | 8

# (list continues)
smiles | OX1R antag-1 | OX1R antag-2
C#CC1CN(Cc2ccccc2)CC(C#C)N1C (configuration not stated) | 5 | 3
CC(O)Cn1ccccc1=N (configuration not stated) | -11 | 6
Cn1c2c(c(=O)n(C)c1=O)C(c1cccc(F)c1)C(C#N)=C(N)O2 (configuration not stated) | -16 | 12
N#C/C(=C/c1cccnc1)c1ccccc1 | -23 | 17
O=C(Oc1cc(Cl)ccc1Cl)c1ccc(N2CCOCC2)c([N+](=O)[O-])c1 | -12 | 16
Cc1cccc(OCC(=O)NCC(=O)N/N=C/c2ccc(O)cc2O)c1 | -11 | 28
CCCCC1(C)NC(=O)c2c(C)sc(C(=O)OCC)c2N1 (configuration not stated) | -26 | 43
Cc1ccc(NC(=O)C(C)N2CCOCC2)c(C(=O)c2ccccc2)c1 (configuration not stated) | -23 | 12
CCCCn1c(SCC(N)=O)nnc1-c1ccco1 | -5 | 3
COc1ccc(OCCn2nnc(-c3ccc(Cl)cc3)n2)cc1 | 13 | 9

# Going on with the list.
smiles | OX1R antag-1 | OX1R antag-2
Cc1ccc2[nH]c(=O)c(-c3nc4cc(C)ccn4c3NCc3ccco3)cc2c1 | -35 | 29
CC(C)C(=O)NC(NC1CCS(=O)(=O)C1)C(Cl)(Cl)Cl (configuration not stated) | -11 | 8
O=C(CSc1nnc(-c2ccco2)n1-c1ccccc1)NCc1ccco1 | -23 | 24
Cc1[nH]c2ccccc2c1SCc1ccccc1 | -10 | 21
Cc1nc(CN2CCN(C(=O)c3ccc(Br)cc3)CC2)cs1 | -10 | 10
Cn1c(=O)n(C)c2cc([N+](=O)[O-])c(N3CCN(C(=O)c4ccc(F)cc4)CC3)cc21 | -10 | 17
CCn1nc(C)cc1C(=O)N1CCCC(C(=O)c2ccc3ccccc3c2)C1 (configuration not stated) | -29 | 9
CCc1cccc2c1NC(=O)C21OCCO1 | -1 | 9
Cn1cc(Br)c(-c2cccc(NC(=O)CC(C)(C)CC(=O)O)c2)n1 | -16 | 4
COC(=O)c1cc(Oc2ccc(C(=O)OC)cc2N)cc(C(=O)OC)c1 | -16 | 19

# (further entries)
smiles | OX1R antag-1 | OX1R antag-2
CC(=O)N1CCCc2cc(S(=O)(=O)N3CCCC(C(=O)Nc4cccc(C)c4)C3)ccc21 (configuration not stated) | -16 | 14
Cc1cc(C(=O)CSc2ncnc3ccccc23)c(C)n1C1CC1 | -30 | 0
COc1ccc(/C=N/NC(=O)CC#N)cc1Oc1nc(Cl)ncc1F | 9 | -2
CN(Cc1ccccc1)C(=O)c1ccccc1NC(=O)C1CC1 | -28 | 4
Cc1cccc(NC(=O)CNC(=O)C23CC4CC(CC(Cl)(C4)C2)C3)n1 | -21 | 15
CSc1ccc(CN(C)Cc2nc3ccccc3c(=O)[nH]2)cc1 | -14 | 6
O=C(c1cnc2ccc3ccccc3c2c1)c1cc(F)ccc1O | -6 | 11
Cc1oc(-c2cccs2)[n+]([O-])c1C | -9 | 19
CCn1cc(C(=O)N2CCN(Cc3ccc4c(c3)OCO4)CC2)c2cc(OC)c(OC)cc2c1=O | -40 | 21
CCCc1cc(=O)[nH]c2nnc(SCC(=O)NC3CCCC3)n12 | 1 | 2

# Additional structures:
smiles | OX1R antag-1 | OX1R antag-2
Cc1ccccc1N=C1NC(=O)CC(c2ccccc2)S1 (configuration not stated) | -8 | 12
CCn1c(=N)n(CC(=O)c2ccco2)c2ccccc21 | -16 | 6
CC1=Nc2cc(C(=O)NCCN3CCOCC3)ccc2Sc2c(C)ccc(C)c21 | -25 | -3
CCN(CC(=O)Nc1ccccc1C(F)(F)F)C(=O)C1CC(=O)N(Cc2ccccc2)C1 (configuration not stated) | -18 | 4
O=C(O)CC(NC(=O)C1c2ccccc2Oc2ccccc21)c1ccc(OC2CCCC2)cc1 (configuration not stated) | -4 | 20
COc1cc(NC(=O)COc2cccc(OC)c2)cc(OC)c1 | -3 | 5
CCOC(=O)N1CCN(S(=O)(=O)c2ccc(C(=O)Nc3sc4c(c3C(=O)OC)CCN(C)C4)cc2)CC1 | -9 | 6
O=C(O)C1C2C=CC(O2)C1C(=O)NCc1ccc2c(c1)OCO2 (configuration not stated) | -9 | 15
COc1ccc(-c2c(C#N)c(N)nc3c2CCC3)cc1 | -24 | 44
CC(C)(CNCC(O)c1ccccc1)N1CCOCC1 (configuration not stated) | -13 | 8

# Next section:
smiles | OX1R antag-1 | OX1R antag-2
CCc1ccc(C(=O)NNC(=O)c2cccc(N3C(=O)CCC3=O)c2)cc1 | -18 | 13
Cc1cccc(N(CC(=O)NCC2CCCO2)C(=O)CNS(=O)(=O)c2ccc(Cl)cc2)c1 (configuration not stated) | -17 | 29
c1ccc(CNc2cnccn2)cc1 | -13 | 7
COc1cccc(-c2nc(CS(=O)(=O)CC(=O)NCc3ccccc3OC)c(C)o2)c1 | -9 | 11
CC(=O)c1ccc(N2CCN(C(=O)/C=C/c3cccs3)CC2)cc1 | -38 | 16
COc1cc2c(cc1OC)C(COc1ccc3c(C)cc(=O)oc3c1)N(C(=O)c1ccco1)CC2 (configuration not stated) | -26 | 4
O=C(N/N=C/c1cccnc1)c1cc2ccccc2o1 | -10 | 35
CC(=O)Nc1ccccc1-c1ccc(C)o1 | -1 | 24
Cc1cccc(C)c1NC(=S)NCc1ccncc1 | -2 | 6
O=C(c1ccccc1Cl)N1CCNCC1 | -3 | 19

# Arranged by molecular weight (falling): part of the list above.
smiles | OX1R antag-1 | OX1R antag-2
COc1cc2c(cc1OC)C(COc1ccc3c(C)cc(=O)oc3c1)N(C(=O)c1ccco1)CC2 (configuration not stated) | -26 | 4
CSc1ccc(CN(C)Cc2nc3ccccc3c(=O)[nH]2)cc1 | -14 | 6
CCCCn1c(SCC(N)=O)nnc1-c1ccco1 | -5 | 3
COc1ccc(-c2c(C#N)c(N)nc3c2CCC3)cc1 | -24 | 44

# Remaining list, next part
smiles | OX1R antag-1 | OX1R antag-2
COc1ccc(O)c(C2=Nc3ccccc3N=C(c3cccs3)C2)c1 | -34 | 24
CCOC(=O)C1=C(C)NC(C)=C(C(=O)OCC)C1C(=O)O | -6 | 12
CC(C)NC(=O)C(Sc1ccccc1)c1ccccc1 (configuration not stated) | -5 | 5
COc1ccc(-c2csc3ncnc(N4CCN(S(=O)(=O)c5ccc(C)c(C)c5)CC4)c23)cc1 | -35 | 1
COc1ccc(CSc2nc(C)[nH]c2[N+](=O)[O-])cc1[N+](=O)[O-] | -22 | 18
C=CCn1c(C)cc(C(=O)Cn2ncc(Cl)c(Cl)c2=O)c1C | -7 | 19
COc1c(OC)c(O)c2c(=O)cc(-c3c(O)cccc3O)oc2c1OC | -10 | 14
O=S(=O)(Nc1ccc2c(c1)nc1n2CCOC1)c1ccc(Cl)cc1 | -21 | 13
CC(C)[C@@H](C(=O)N1CCNCC1)n1cc(CCO)nn1 | -13 | 4
O=C(CCNC(=O)C1CCN(S(=O)(=O)c2ccccc2)CC1)NCc1ccc(Cl)cc1 | -14 | 10

# Going on with the list:
smiles | OX1R antag-1 | OX1R antag-2
O=c1c2c(nc3nc[nH]n13)CCC2 | -9 | 21
CCOC(=O)C1CCN(C(=O)Cn2ncc3c([nH]c4ccccc43)c2=O)CC1 | -11 | 1
C/C(CC(=O)Nc1cccnc1)=N\NC(=O)c1ccc([N+](=O)[O-])c(Cl)c1 | 3 | 48
COC(=O)c1cn(NC(=O)C2CCC(C(C)(C)C)CC2)c(=O)c2ccccc12 (configuration not stated) | -12 | 9
CCOc1ccc(S(=O)(=O)N(C)CC(=O)NCCN2CCOCC2)cc1 | -14 | 20
CC(C)C(=O)Nc1nnc(CCN2CCOCC2)s1 | -7 | 6
CCCC[C@@H]1C=C(C(=O)O)[C@H](c2ccc(CC)cc2)N1S(=O)(=O)c1ccc(C)cc1 | -21 | 17
COc1ccc2cc(C(C)C(=O)Nc3cccc(S(=O)(=O)N(C)C)c3)ccc2c1 (configuration not stated) | 2 | 5
O=C(CCC(=O)Nc1ccccc1)NNC(=O)c1ccco1 | 0 | 7
CCOC(=O)c1c(C)[nH]c(N=Nc2ccccc2Cl)c1C | -62 | 17

# Next part
smiles | OX1R antag-1 | OX1R antag-2
COc1cc2c(cc1CN1CCN(C(=O)c3cc(OC)c(OC)c(OC)c3)CC1)OCO2 | -22 | 4
CN1CCC(=O)N([C@H](CSc2ccc(Br)cc2)Cc2ccccc2)CC1 | -8 | 17
Cc1nc(N2CCC(C)CC2)c2oc3ccccc3c2n1 | -37 | 32
CC(=C/c1ccccc1)/C=C1/SC(N2CCOCC2)=NC1=O | 85* | 108*
CCCc1cc(C(=O)N2CCN(S(=O)(=O)c3ccc(OC)c(OC)c3)CC2)cs1 | -28 | 15
O=C(CCc1nnc(CCCCc2ccccc2)o1)N1CCN(CCO)CC1 | -16 | 12
COc1nnc(-c2ccc(C)c(S(=O)(=O)NCC3CCCO3)c2)c2ccccc12 (configuration not stated) | 0 | 11
COc1cccc(CNC(=O)CN(C)S(=O)(=O)c2ccc(Br)s2)c1 | -26 | 16
COc1ccc(NS(=O)(=O)c2ccc(Cl)c(N)c2)cc1Br | -25 | 9
CCOc1ccc2[nH]c(=O)c(CN(CCc3ccccc3)C(=O)N3CCCC3)cc2c1 | -22 | 15

# Carrying on:
smiles | OX1R antag-1 | OX1R antag-2
CCc1ccc(CNC(=O)C2CCN(S(=O)(=O)N3CCC(C)CC3)CC2)cc1 | -9 | 12
CC(C)OCCCNC(=O)C(=O)N/N=C/c1ccc(OCc2ccccc2)cc1 | -7 | 7
CC12CC3CC(C)(C1)CC(Nc1nc(N4CCOCC4)nc4ccccc14)(C3)C2 | -25 | 3
Cc1c(NC(=O)COc2cccc(Br)c2)c(=O)n(-c2ccccc2)n1C | -10 | 21
CC(NC(=O)c1ccco1)C(=O)N(C)Cc1ccc(C(F)(F)F)cc1 (configuration not stated) | -24 | 8
CC(=O)c1ccc(NC(=O)C2CC(=O)N(Cc3ccccc3)C2)cc1 (configuration not stated) | -17 | -4
CCOCCCNC(=O)/C(C#N)=C/c1ccc(-c2ccc(S(=O)(=O)N3CCOCC3)cc2)o1 | -13 | 49
O=C(c1cc2ccccc2oc1=O)N(Cc1ccc2c(c1)OCO2)Cc1ccco1 | -26 | 15
CCCCC(=O)Nc1cc(C)c(NC(=O)c2cccs2)cn1 | -10 | 10
Cc1ccc(C(C)C)c(OCC(=O)NNC2=CC(=O)CC(C)(C)C2)c1 | -31 | 6

# Other compounds
smiles | OX1R antag-1 | OX1R antag-2
NC(=O)CSc1oc(-c2ccco2)nc1S(=O)(=O)c1ccccc1 | 0 | 17
CCN(CC)CCN1C(=O)c2ccccc2NC1c1cccc(F)c1 (configuration not stated) | -36 | 15
O=C(c1ccccc1F)N1CCCC(c2ccccc2)C1 (configuration not stated) | -29 | 7
O=C(O)CC(O)C(=O)O (configuration not stated) | -4 | 5
CCCCc1ccc(NC(=O)CC(C)=O)cc1 | -13 | -2
CCCC(=O)N1CCN(Cc2nc3cc([N+](=O)[O-])ccc3n2C)CC1 | -13 | 19
Cc1[nH]n(C)c(=O)c1C(=O)c1c(-c2c(Cl)cccc2Cl)noc1C | -13 | 39
COc1ccc(Br)cc1C(=O)Nc1ccc(N2CCCC2)cc1 | -15 | 34
CC(C)(C)NCC(O)COc1ccc(Br)cc1 (configuration not stated) | -15 | -2
CC(C)CC(=O)NC(=S)Nc1ccc(S(=O)(=O)N2CCN(C)CC2)cc1 | -5 | 2

# Reformatted with values ahead of the structure: 2 of the compounds above
OX1R antag-1	OX1R antag-2	structure
-7	6	CC(C)C(=O)Nc1nnc(CCN2CCOCC2)s1
-36	15	CCN(CC)CCN1C(=O)c2ccccc2NC1c1cccc(F)c1 (configuration not stated)

# Whole records, quoted from the list:
# `CCN(CC)CCN1C(=O)c2ccccc2NC1c1cccc(F)c1` (configuration not stated) in the list: OX1R antag-1: -36; OX1R antag-2: 15
# `CC(C)(C)NCC(O)COc1ccc(Br)cc1` (configuration not stated) in the list: OX1R antag-1: -15; OX1R antag-2: -2

# Going on with the list.
smiles | OX1R antag-1 | OX1R antag-2
Cc1ccc(NC(=O)CSCC(=O)N=c2sccn2C)cc1 | -16 | 8
COc1ccc(N2CCN(c3ncnc4c3cnn4-c3ccc(C)cc3C)CC2)cc1 | 5 | -1
CCOC(=O)/C=C/C(=O)Nc1ccc(S(=O)(=O)Nc2c(C)cc(C)cc2C)cc1 | 6 | 13
O=C(Nc1cccc([N+](=O)[O-])c1)C1C2CC/C=C\CCC21 (configuration not stated) | -18 | 11
COc1ccc(CNC(=S)N2CCN(S(=O)(=O)c3cccc(F)c3)CC2)cc1 | -6 | 17

# Compound activity from PubChem.

# No enrichment for hits; any-hit rate near 2%.
